Bioassay records (PubChem)
BH1578 lux ind = inducers of Vibrio cholerae quorum light production without autoinducers, primary screen, BH1578 luxS cqsA deficient, single point | V. cholerae BH1578 lux reporter, luminescence, 6 h | actives 0.16% (n = 350,000) | activation, % at 18.7 µM; in the data active means activation mostly above about 9.7%, no sharp cut-off; further: not every result past the cut was called active; inactives centre near 0; reference of the scale not given here
Anthrax LF prot = Bacillus anthracis LF protease inhibitors, primary screen, biochemical, multiplex microsphere, MLPCN library; Lethal factor (Bacillus anthracis), P15917; multiplex microsphere protease cleavage assay; inhibition, % at 10 µM; actives 0.12% (n = 360,000); in the data active means inhibition above about 30%; further: plate controls were buffer without enzyme for full effect and enzyme alone for no effect
PfHsp40 yeast = rescue of yeast from PfHsp40 toxicity, primary screen, S. cerevisiae, ATP luminescence; actives 0.68% (n = 340,000); S. cerevisiae expressing PfHsp40, growth rescue; growth rescue, % at 12.5 µM; in the data active means growth rescue above about 28%, passing the limit was not always enough;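 further: yeast W303a lacking pdr1 and pdr3 grown in galactose medium; growth measured after three days at 30 °C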
Rv3671c inh = Rv3671c serine protease inhibitors, primary screen, biochemical, fluorescence polarization, M. tuberculosis H37Rv. P9WHR9. inhibition, % at 5.96 µM. actives 0.048% (n = 320,000); in the data active means inhibition above about 38%;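 further: extracellular domain of Rv3671c used as enzyme; 0% = enzyme with DMSO and 100% = no enzyme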
PriA SSB inh = inhibitors of Klebsiella pneumoniae PriA binding to SSB C-terminal tail, primary screen, biochemical, AlphaScreen; PriA–SSB C-terminal tail interaction (Klebsiella pneumoniae); AlphaScreen SSBct-PriA binding, biotinylated peptide; inhibition, % at 33 µM; actives 0.6% (n = 430,000); AID 1272365, 2023; in the data active means inhibition mostly above about 37%, no sharp cut-off; inactive means mostly below about 20%;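 further: plate controls were negative control peptide for no effect and reference peptide for full effect; strong numbers were not always called active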
MazEF act = activators of E. coli MazEF toxin-antitoxin RNase, primary screen, biochemical, fluorescence, uHTS. FAM/BHQ RNA-DNA oligo cleavage fluorescence, 5 h. activation, % at 20 µM. actives 0.32% (n = 350,000). AID 504720, 2011; in the data active means activation above about 50%
SARS 3CLpro inh = SARS-CoV 3CLpro protease inhibitors, primary screen, biochemical, quenched FRET; AID 1706, 2009; actives 0.14% (n = 290,000); Replicase polyprotein 1ab (Severe acute respiratory syndrome coronavirus), P0C6X7; recombinant SARS-CoV 3CLpro, quenched FRET peptide cleavage; inhibition, % at 6 µM; in the data active means inhibition above about 12%
Yp Topo-I inh = Yersinia pestis topoisomerase I inhibitors, primary screen, biochemical, cleavage product accumulation, plate reader, single point; DNA topoisomerase I (Yersinia pestis CO92); activity, % at 10 µM; actives 0.064% (n = 360,000); Y. pestis Topo-I cleavage product accumulation; AID 504884, 2011; in the data active means activity above about 50%, passing the limit was not always enough; further: inactives centre near 2
DUSP3 inh = VHR1 phosphatase inhibitors, primary screen, biochemical, absorbance, uHTS. Dual specificity protein phosphatase 3 (Homo sapiens), P51452. recombinant VHR phosphatase, pNPP absorbance. inhibition, % at 13.3 µM. actives 0.52% (n = 290,000). AID 1654, 2009; in the data active means inhibition above about 50%; further: some compounds called inactive have numbers as strong as hits
TcdB GH inh = TcdB glycohydrolase inhibitors, primary screen, biochemical, single point, plate reader; Toxin B (Clostridioides difficile), P18177; TcdB glycohydrolase enzymatic assay; inhibition, % at 9.99 µM; actives 0.24% (n = 350,000); in the data active means inhibition above about 10%
Target sequence (P18177 whole entry, looked up): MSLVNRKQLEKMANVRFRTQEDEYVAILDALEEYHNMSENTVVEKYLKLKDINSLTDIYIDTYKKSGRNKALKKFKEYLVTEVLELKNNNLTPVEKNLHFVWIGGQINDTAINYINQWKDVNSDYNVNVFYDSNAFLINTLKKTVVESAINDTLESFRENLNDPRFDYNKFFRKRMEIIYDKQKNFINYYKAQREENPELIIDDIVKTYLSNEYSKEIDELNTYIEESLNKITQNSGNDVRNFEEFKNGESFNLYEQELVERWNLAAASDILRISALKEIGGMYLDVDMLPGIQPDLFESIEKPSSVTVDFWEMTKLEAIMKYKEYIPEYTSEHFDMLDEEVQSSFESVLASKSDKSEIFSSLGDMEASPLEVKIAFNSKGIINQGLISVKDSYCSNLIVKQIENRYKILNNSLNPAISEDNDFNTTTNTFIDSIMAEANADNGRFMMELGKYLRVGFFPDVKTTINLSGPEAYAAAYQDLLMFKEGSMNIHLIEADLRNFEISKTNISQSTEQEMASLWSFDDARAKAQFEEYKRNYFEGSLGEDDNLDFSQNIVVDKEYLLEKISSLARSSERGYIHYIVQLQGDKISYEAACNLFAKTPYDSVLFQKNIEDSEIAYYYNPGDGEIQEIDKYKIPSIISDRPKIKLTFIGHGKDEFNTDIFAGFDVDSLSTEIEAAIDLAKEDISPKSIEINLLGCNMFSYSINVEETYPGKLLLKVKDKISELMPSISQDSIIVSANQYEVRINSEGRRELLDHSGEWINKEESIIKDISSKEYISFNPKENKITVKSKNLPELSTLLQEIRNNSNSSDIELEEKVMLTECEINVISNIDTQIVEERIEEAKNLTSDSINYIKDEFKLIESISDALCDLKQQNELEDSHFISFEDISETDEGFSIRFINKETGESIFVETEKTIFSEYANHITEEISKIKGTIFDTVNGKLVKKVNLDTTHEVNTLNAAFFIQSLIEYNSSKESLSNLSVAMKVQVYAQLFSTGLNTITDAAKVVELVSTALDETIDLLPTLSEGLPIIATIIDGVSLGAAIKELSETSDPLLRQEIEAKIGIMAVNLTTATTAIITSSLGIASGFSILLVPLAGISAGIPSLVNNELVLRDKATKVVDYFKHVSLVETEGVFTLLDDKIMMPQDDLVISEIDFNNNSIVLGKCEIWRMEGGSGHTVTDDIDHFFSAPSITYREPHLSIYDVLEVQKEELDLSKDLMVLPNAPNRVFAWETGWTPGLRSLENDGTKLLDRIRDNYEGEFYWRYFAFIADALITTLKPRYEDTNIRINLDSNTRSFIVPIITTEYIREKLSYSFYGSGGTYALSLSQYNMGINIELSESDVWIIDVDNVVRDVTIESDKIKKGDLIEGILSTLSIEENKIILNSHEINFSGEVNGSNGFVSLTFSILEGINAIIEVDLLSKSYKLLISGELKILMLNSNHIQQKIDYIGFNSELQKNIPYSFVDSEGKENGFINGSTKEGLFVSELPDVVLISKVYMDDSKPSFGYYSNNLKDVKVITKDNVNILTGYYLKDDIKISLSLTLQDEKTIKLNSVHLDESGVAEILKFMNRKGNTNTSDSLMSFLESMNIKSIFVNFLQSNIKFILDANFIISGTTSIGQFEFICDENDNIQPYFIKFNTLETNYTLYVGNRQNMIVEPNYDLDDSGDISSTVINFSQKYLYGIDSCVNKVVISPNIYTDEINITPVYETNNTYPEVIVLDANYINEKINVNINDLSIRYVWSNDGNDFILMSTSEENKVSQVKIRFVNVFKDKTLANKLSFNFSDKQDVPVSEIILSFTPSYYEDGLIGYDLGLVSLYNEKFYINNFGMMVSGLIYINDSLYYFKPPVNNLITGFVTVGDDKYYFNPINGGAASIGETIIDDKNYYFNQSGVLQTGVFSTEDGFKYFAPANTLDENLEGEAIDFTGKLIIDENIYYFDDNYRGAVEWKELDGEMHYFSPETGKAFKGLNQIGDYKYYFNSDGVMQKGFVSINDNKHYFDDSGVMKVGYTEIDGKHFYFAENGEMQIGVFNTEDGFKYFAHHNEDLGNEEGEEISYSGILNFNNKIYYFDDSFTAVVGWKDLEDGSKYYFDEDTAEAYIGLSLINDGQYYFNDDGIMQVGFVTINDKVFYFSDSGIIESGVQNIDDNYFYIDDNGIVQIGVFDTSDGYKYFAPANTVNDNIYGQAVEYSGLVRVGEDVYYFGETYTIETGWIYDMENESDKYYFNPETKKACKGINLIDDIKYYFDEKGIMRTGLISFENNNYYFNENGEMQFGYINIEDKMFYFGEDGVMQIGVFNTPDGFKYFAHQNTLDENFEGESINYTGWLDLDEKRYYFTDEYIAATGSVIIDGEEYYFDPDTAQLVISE
* = called active by the depositor; i = inactive; nt = not tested or not shown; & = joins results of further samples. Some of the compounds tested (hit frequency here may not be typical).

Each structure is followed by: BH1578 lux ind | Anthrax LF prot | PfHsp40 yeast | Rv3671c inh | PriA SSB inh | MazEF act | SARS 3CLpro inh | Yp Topo-I inh | DUSP3 inh | TcdB GH inh
- Clc1ccc(-c2nc(-c3ccncc3)no2)c(Cl)c1
→ i | -2 | -0.2 | 0 | -10 | -14 | nt | -11 | nt | -0.1
- Oc1ccc(CN2CCN(c3ccccc3)CC2)c2cccnc12
→ -1.6 | -6 | 1.9 | 1 | 9&-10 | 2 | 5 | -3 | 4 | 1.0
- Cc1cc(C)c(C(N)=O)c(NC(=O)Nc2ccccc2Cl)n1
→ -0.2 | -10 | 1.5 | -4 | -15 | -5 | 5 | 9 | 32 | nt
- N#Cc1c(-c2cccs2)nc(SCC(=O)c2cccs2)[nH]c1=O
→ i | 0 | 0.5 | -23 | -6 | -4 | 7 | 1 | 13 | nt
- CC1C/C(=N\Nc2ccc(S(N)(=O)=O)cc2[N+](=O)[O-])CC(C)(C)C1 (stereo not drawn)
→ -1.1 | -1 | -0.8 | 3 | nt | 2 | 2 | -3 | 5 | nt
- Clc1ccc(-c2nnc3n2-c2ccccc2SC3)cc1
→ i | 10 | -0.6 | 3 | 4 | -32 | -2 | -5 | 18 | 2.2
- COc1ccc(OC)c(C(=O)c2ccc(C(=O)Nc3ccc4ccccc4c3)cc2)c1
→ -0.4 | -3 | 1.3 | -17 | -4 | -6 | 1 | 8 | 6 | nt
- Cc1ccc(S(=O)(=O)N2[C@@H](c3ccc(C#N)cc3)C(C(=O)O)=C[C@H]2C(C)(C)C)cc1
→ i | -4 | -0.2 | 2 | -9 | -6 | nt | -6 | nt | 0.6
- C#CCN1Cc2ccccc2Oc2cc(Br)ccc2S1(=O)=O
→ -0.9 | -7 | 3.5 | nt | -8 | 8 | nt | 11 | nt | 2.0
- CCOC(=O)N1CCN(S(=O)(=O)c2ccc3c(c2)oc(=O)n3C)CC1
→ -0.4 | -6 | -0.4 | 8 | -15 | 0 | 9 | 1 | -10 | nt
- CC(C)(C)[C@H]1COC(=O)[C@H](NC(=O)OCC2c3ccccc3-c3ccccc32)C/C=C\C[C@@H](CC(=O)N(CCO)Cc2ccccc2)C(=O)N1
→ -0.5 | 0 | 2.0 | 3 | -12 | 4 | nt | 2 | nt | 0.2
- CCOC(=O)NC(Nc1ccc(C)cn1)(C(F)(F)F)C(F)(F)F
→ i | -1 | -0.2 | -4 | 10 | 4 | 6 | 6 | 5 | nt
- CCc1ccccc1NC(=O)C(C#N)Cc1cccnc1 (stereo not drawn)
→ -0.5 | 2 | -0.2 | 3 | -10 | 9 | 0 | 3 | 18 | nt
- COc1ccc(C=NNC(=S)Nc2ccc(F)cc2)cc1OC
→ 0.9 | 2 | 3.1 | nt | 6 | 7 | nt | -1 | nt | 9.1
- CC1(C)CCCC2=C1CC1C(=O)N(O)C(=O)C1C2 (stereo not drawn)
→ -0.2 | -4 | 1.7 | -6 | -6 | 0 | 3 | -3 | 24 | nt
- COCCNC(=O)Nc1ccc2c(c1)N(C)C(=O)CS2
→ i | 0 | -0.4 | 5 | 2 | 4 | 2 | 4 | 8 | nt
- CC(=O)C[C@@H](O)CC(=O)[C@H]1OC(=O)CCCCCCc2ccccc21
→ i | -1 | -1.4 | -1 | 0 | 5 | nt | 3 | nt | 0.0
- CNCC(=O)Nc1ccc(OC(F)(F)F)cc1
→ i | 2 | 0.4 | 3 | 2 | 2 | 3 | 10 | 7 | 1.2
- Cc1nn(Cc2ccccc2)c(C)c1NC(=O)CCCn1nc([N+](=O)[O-])cc1C
→ -0.2 | -5 | 0.0 | 7 | 7 | 6 | -1 | -3 | 16 | 1.1
- CCc1ccc(-c2cc(C(=O)NN3CCOCC3)c3ccccc3n2)s1
→ i | -1 | 18 | 1 | -4 | -4 | -1 | 2 | 66 | 0.5

More records.
Each structure is followed by: BH1578 lux ind | Anthrax LF prot | PfHsp40 yeast | Rv3671c inh | PriA SSB inh | MazEF act | SARS 3CLpro inh | Yp Topo-I inh | DUSP3 inh | TcdB GH inh
- O=S(=O)(c1cccc(Br)c1)N1CCN(c2ncnc3scc(-c4ccccc4)c23)CC1
→ 0.3 | -1 | 0.3 | nt | -2 | -9 | nt | 19 | nt | 0.6
- COc1ccccc1C(=O)Nc1ccc(C(=O)N2CCCC2)cc1
→ -0.4 | -2 | -0.5 | 3 | -21 | 7 | -1 | 3 | 16 | nt
- COc1ccc(C(C(=O)NC2CCCC2)N(Cc2cccnc2)C(=O)c2snc(C(N)=O)c2N)cc1OC (stereo not drawn)
→ -3.6 | -10 | -0.8 | -3 | -7 | 9 | 1 | 4 | 18 | 2.0
- CC(=O)c1cnn(-c2ccc(Cl)cc2)c1C
→ -0.6 | 3 | -1.9 | 3 | -12 | -4 | 0 | 1 | 32 | -0.2
- COC(=O)c1c(C(=O)OC)c2cc(C(=O)c3ccccc3)ccn2c1Cl
→ i | 17 | 2.5 | -2 | -34 | -7 | 1 | 23 | -18 | nt
- Cc1cc([N+](=O)[O-])ccc1NC(=O)/C=C/c1cccs1
→ 0.0 | 2 | 1.0 | -4 | 10 | -9 | -2 | -2 | 18 | nt
- Cn1c(CCN2CCN(c3ccccn3)CC2)nc2cc(NC(=O)COc3ccc([N+](=O)[O-])cc3)ccc21
→ -0.3 | 3 | 2.5 | -5 | -17 | 7 | 2 | 13 | 21 | 0.6
- CCN(CC)S(=O)(=O)c1ccc(C(=O)NCC(=O)NCCCc2ccccc2)cc1
→ -0.3 | 8 | -0.2 | nt | -3 | 8 | 1 | 29 | 12 | 1.2
- COc1ccccc1N1CCN(C(=O)Cn2c(=O)oc3cc(S(=O)(=O)N4CCCC4)ccc32)CC1
→ -0.3 | -4 | 3.0 | 2 | 2 | -7 | -4 | 13 | -2 | 0.4
- O=C(COC(=O)c1ccc2ncsc2c1)Nc1ccccc1Br
→ -2.5 | 0 | -0.6 | -6 | -7 | 2 | nt | -6 | nt | 1.9
- CCCCCCCN(c1ccccc1)[C@@H]1C[C@H]2CCCC(=O)N3CC[C@@H](C1)[C@@H]23
→ i | -9 | 3.4 | nt | 10 | -4 | nt | 25 | nt | 1.1
- CC(=O)c1cccc(S(=O)(=O)N2CCC(C(=O)N(C)Cc3ccc(Cl)s3)CC2)c1
→ -0.4 | -4 | 3.3 | -5 | -6 | 6 | nt | 3 | nt | 0.1
- CCCCC(=O)Nc1cccc(NC(=O)c2ccc(Br)cc2)c1
→ -0.2 | 0 | -1.9 | -15 | -15 | 1 | 6 | -2 | 37 | nt
- Cc1c(NC(=O)C(C)OC(=O)COc2cccc3c2OC(C)(C)C3)c(=O)n(-c2ccccc2)n1C (stereo not drawn)
→ -2.6 | -2 | -0.2 | -4 | -7 | -17 | 1 | 2 | 10 | nt
- CC(C)(C)C1CCC(=O)N(CCOc2ccccc2)CC1 (stereo not drawn)
→ 3.4 | -1 | -0.9 | -4 | -13 | -2 | -7 | 31 | 17 | 1.7
- COc1ccc2c(=O)c3c(=O)n(Cc4ccco4)c(-c4ccccc4)nc3oc2c1
→ -0.8 | 2 | 6.4 | 2 | 6 | 11 | -4 | 15 | 18 | nt
- Cc1onc(-c2ccccc2Cl)c1C(=O)NCC(=O)O
→ 0.3 | -8 | 0.4 | -3 | -24 | 5 | -2 | 4 | 23 | nt
- O=C(COC(=O)/C=C/c1cccs1)Nc1ccc(F)cc1
→ i | -2 | 0.2 | 7 | 3 | 9 | nt | 2 | nt | 0.3
- CC(=O)NCCCNS(=O)(=O)c1ccc(C)cc1
→ i | 4 | 3.1 | -10 | 1 | 6 | -1 | -4 | 5 | 1.6
- Cc1cc(C(=O)N/N=C/C=C/c2ccc3c(c2)OCO3)n[nH]1
→ -0.4 | 0 | -0.3 | 2 | nt | -2 | -4 | -3 | 31 | nt

Other records follow.
Each structure is followed by: BH1578 lux ind | Anthrax LF prot | PfHsp40 yeast | Rv3671c inh | PriA SSB inh | MazEF act | SARS 3CLpro inh | Yp Topo-I inh | DUSP3 inh | TcdB GH inh
- O=C(COC(=O)/C=C/c1cccs1)Nc1nc(-c2cccc(Br)c2)cs1
→ -0.2 | -1 | -1.6 | 35 | -4 | -21 | 6 | -7 | -9 | -0.1
- O=C(Cc1c(Cl)cccc1Cl)N1CCN(Cc2ccccc2)CC1
→ -0.5 | -1 | -1.6 | -2 | 4 | -49 | 1 | 18 | 8 | 1.5
- O=C(CSc1nnc(-c2ccccc2F)n1C1CCCCC1)N1CCCC1
→ -9.1 | 2 | -0.1 | -7 | -4 | 3 | -3 | 15 | 25 | nt
- CN(C)/C=C(\C#N)C(N)=C(C#N)C#N
→ -0.2 | 0 | -0.8 | 1 | -10 | -14 | 3 | 14 | 20 | 0.5
- COc1c(O)cccc1-c1nnn(CCC(=O)OCC(=O)c2ccccc2)n1
→ i | -1 | 0.4 | -7 | -1 | -4 | 2 | 5 | 1 | nt
- O=C(COC(=O)/C=C/c1ccccc1F)Nc1nnc(-c2ccccc2)o1
→ i | -4 | 0.3 | 6 | -13 | -2 | nt | 13 | nt | -0.1
- O=C(CCCOc1ccccc1)Nc1cccc(C(=O)O)c1
→ -0.5 | -3 | -1.5 | 4 | 0 | 4 | 1 | 4 | 36 | nt
- COc1ccc2cc(/C(C)=N/NC(=O)c3cc(C)oc3C)ccc2c1
→ -3.0 | -2 | nt | nt | nt | 1 | nt | 5 | nt | 0.0
- NC(Cc1ccc(F)cc1)c1csc(Nc2ccc(C(=O)NCCCO)cn2)n1 (stereo not drawn)
→ -0.7 | -4 | nt | nt | nt | nt | nt | -10 | nt | 0.0
- Cc1ccc(CNC(=O)CS(=O)(=O)Cc2nc(-c3ccccc3F)oc2C)cc1
→ -0.1 | 7 | 0.3 | -7 | -7 | 0 | -1 | -3 | 17 | -0.4
- O=C(NNC(=O)c1ccc([N+](=O)[O-])cc1)c1ccc(Br)cc1
→ i | 1 | -1.6 | 1 | -13 | 1 | 1 | 0 | nt | -3.3
- CCc1nnc(NC(=O)COc2ccc3c(c2)OCO3)s1
→ -0.4 | -2 | -0.5 | 7 | -3 | 5 | 1 | 7 | 61 | -3.1
- O=C(Nc1ccc(F)cc1)C1C2CCC3C(CCC21)C3(Cl)Cl (stereo not drawn)
→ i | 13 | 0.6 | 2 | 1 | 7 | 3 | 2 | 8 | -1.8
- CC(=O)N1N=C(c2ccc(Cl)cc2)CC1c1ccco1 (stereo not drawn)
→ -2.0 | -2 | -1.6 | 3 | -2 | 3 | 7 | 9 | 21 | 7.8
- Cc1ccc(-c2nc3cnccn3c2Nc2ccc3c(c2)OCO3)o1
→ -0.6 | -11 | -0.3 | -4 | -8 | -1 | 7 | 5 | 24 | -1.9
- Cc1ccc(S(=O)(=O)Oc2ccc(/C=C3/N=C(c4ccccc4)OC3=O)cc2)cc1
→ -0.4 | -1 | -0.3 | -6 | 6 | -8 | -6 | 4 | 4 | 0.1
- C#CCOCCOCCOCCNc1nc(N2CCOCC2)nc(N2CCN(C(=O)CCCCCCCCCCNC(=O)[C@@H]([C@H](C)O)n3cc(C)nn3)CC2)n1
→ -0.6 | 0 | 1.2 | -4 | -1 | -2 | nt | 38 | nt | -3.6
- Cc1ccc(C(C)C)c(OCC(O)CN2CCOCC2)c1 (stereo not drawn)
→ -1.2 | -1 | 1.0 | 4 | -1&7 | 4 | -1 | 6 | 10 | nt
